# VLA-4 inh = inhibition in human VLA-4 binding assay, primary screen, VLA-4 allosteric modulator project, MLPCN library, flow cytometry, VLA-4 expressing cells | actives 0.2% (n = 330,000) | AID 2557, 2010 | Integrin alpha-4 (Homo sapiens), P13612 | inhibition, % (about 7 µM as worked out from the volumes in the protocol) | ligand binding flow cytometry; in the data active = inhibition above about 50%
# CIT2 TOR yeast = modulators of CIT2-GFP expression in yeast, primary screen, S. cerevisiae, GFP fusion, multiplex flow cytometry, MLPCN library; S. cerevisiae CIT2-GFP strain, 3 h; 100 means same as DMSO wells; GFP response vs DMSO, % at 10 µM; actives 0.065% (n = 320,000); AID 2029, 2009;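 active = GFP response relative to DMSO above a set limit, near the screen mean plus 3 SD, cut at about 150% in these data; inconclusive = Fewer than 70 cells measured for a yeast strain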;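 also: ratio of well median GFP fluorescence to mean of DMSO wells on the plate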
# RPL19A-GFP yeast = RPL19A-GFP expression modulators in yeast, primary screen, cell-based, S. cerevisiae, multiplex flow cytometry, MLPCN; S. cerevisiae RPL19A-GFP strain, 3 h; stronger effect = lower value; percent response vs DMSO, % at 10 µM; actives 0.3% (n = 330,000); AID 2025, 2009;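 active = percent response vs DMSO below 50%; inconclusive = fewer than 70 events counted for the yeast strain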;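 also: median channel GFP fluorescence of the barcoded RPL19A-GFP strain; ratio of sample median GFP to plate DMSO average so 100% = DMSO; lower means less RPL19A-GFP as with rapamycin TOR inhibition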
# LAP4 TOR yeast = modulators of LAP4-GFP expression in yeast, primary screen, S. cerevisiae, multiplex flow cytometry, MLPCN library. 3 h; median GFP as percent of DMSO wells. actives 0.34% (n = 320,000). GFP response vs DMSO, % at 10 µM;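 active = GFP response vs DMSO above a set limit, about the screen mean plus 3 SD, cut at about 150% in these data; inconclusive = under 70 cell events counted for the yeast strain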
# GRK2 aptamer HTS = compounds blocking aptamer binding on GRK2 – biochemical, human GRK2, bead flow cytometry, HTS, primary screen. FAM-aptamer displacement from GRK2. inhibition of aptamer binding, % at 10 µM. actives 0.59% (n = 330,000);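 active = inhibition of aptamer binding above 40%, roughly 3 SD of noise, on plates passing a quality check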;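 also: median bead fluorescence of bound FAM aptamer so fluorescent compounds give negative values; no value below 0 was filed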
# Target sequence (P25098 whole entry, looked up): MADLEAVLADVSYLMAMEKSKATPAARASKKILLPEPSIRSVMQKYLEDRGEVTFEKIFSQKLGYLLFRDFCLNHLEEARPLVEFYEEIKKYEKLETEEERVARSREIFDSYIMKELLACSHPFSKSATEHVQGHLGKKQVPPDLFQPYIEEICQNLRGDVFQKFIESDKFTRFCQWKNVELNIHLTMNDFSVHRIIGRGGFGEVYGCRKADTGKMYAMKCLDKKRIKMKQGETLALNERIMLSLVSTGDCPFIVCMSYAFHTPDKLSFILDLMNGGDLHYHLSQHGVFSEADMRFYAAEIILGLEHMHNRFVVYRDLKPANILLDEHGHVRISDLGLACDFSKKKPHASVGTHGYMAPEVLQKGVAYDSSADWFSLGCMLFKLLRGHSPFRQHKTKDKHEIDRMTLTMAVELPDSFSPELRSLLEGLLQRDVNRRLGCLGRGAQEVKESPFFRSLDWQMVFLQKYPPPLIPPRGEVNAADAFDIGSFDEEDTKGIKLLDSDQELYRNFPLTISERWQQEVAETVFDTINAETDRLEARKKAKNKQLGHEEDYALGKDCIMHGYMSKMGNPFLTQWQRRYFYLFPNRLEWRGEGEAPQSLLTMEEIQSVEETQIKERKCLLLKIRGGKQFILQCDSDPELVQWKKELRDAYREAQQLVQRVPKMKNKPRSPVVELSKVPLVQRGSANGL
# MEP2-GFP yeast = modulators of MEP2-GFP levels in yeast, primary screen, S. cerevisiae, multiplex flow cytometry, MLPCN library; S. cerevisiae MEP2-GFP strain, 3 h; 100% = DMSO control level; GFP response vs DMSO, % at 10 µM; actives 0.51% (n = 330,000);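 active = GFP response versus DMSO above a set limit, roughly screen mean plus 3 SD, cut at about 180% in these data; inconclusive = fewer than 70 cells counted for a yeast strain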;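 also: median GFP fluorescence of the barcode-gated MEP2-GFP cells per well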
# AGP1 TOR yeast = modulators of AGP1-GFP expression in yeast TOR pathway, primary screen, cell-based, multiplex flow cytometry, S. cerevisiae, MLPCN library; 3 h; GFP as percent of DMSO wells; GFP response vs DMSO, % at 10 µM; actives 0.02% (n = 320,000); AID 2066, 2009;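 active = GFP response relative to DMSO above a set limit, near screen average plus 3 SD, cut at about 150% in these data; inconclusive = fewer than 70 cells counted for the yeast strain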;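 also: median GFP channel fluorescence of the gated AGP1 strain per well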
# Yeast superoxide = reduction of superoxide in aged yeast, primary screen, HTS; actives 0.18% (n = 330,000); superoxide response (% of plate mean), % at 10 µM; S. cerevisiae aged cells, superoxide DHE fluorescence; stronger effect = lower value;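 active = superoxide response under a set limit, about three screen SD below normal, cut at about 65% in these data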;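 also: yeast aged for seven days with compound at 30 °C before DHE staining; 100% = average MFI of all compound-treated wells on the plate with controls excluded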
# Active calls of the source: *; ? = inconclusive; [ ] = dose if it differs, or a comment.
SMILES,VLA-4 inh,CIT2 TOR yeast,RPL19A-GFP yeast,LAP4 TOR yeast,GRK2 aptamer HTS,MEP2-GFP yeast,AGP1 TOR yeast,Yeast superoxide
Cc1cc(/C=N\NC(=O)COc2cccc3cccnc23)c(C)n1-c1ccccc1,4,103,106,90,0,99,101,96
Cc1c(NC(=O)CN2CCN(C(=O)c3ccco3)CC2)c(=O)n(-c2ccccc2)n1C,-3,113,100,99,0,98,100,96
CCOc1cccc(N2CCN(CCNC(=O)Nc3ccc(C)cc3)CC2)c1C,1,100,100,97,0,107,100,110
Cc1nc2ccc(NC(=O)c3cccc(C(F)(F)F)c3)cc2o1,19,99,100,107,2,106,94,105
COc1ccc(CC(=O)Nc2c3c(nn2-c2ccccc2C)CS(=O)C3)cc1 (stereo not drawn),-2,97,98,105,0,101,100,75
COc1ccc(CC(=O)Nc2ccc3nc(C)sc3c2)cc1OC,12,101,102,95,1,100,99,101
N#Cc1c(Nc2ccc(F)cc2)sc(C(=O)c2ccccc2)c1N,2,100,102,82,1,99,99,95
Cc1ccc(C)c(N2CCN(CCCNC(=O)Cn3cccc3C(=O)c3ccccc3)CC2)c1,4,82,76,72,0,72,76,121
Cc1cccc(NC(=O)CSc2nc3c(c(=O)[nH]2)CCCC3)c1C,-1,90,94,97,18,97,94,120
COc1ccc(N2CCN(C(=O)CSc3ncnc4c3cnn4-c3ccccc3C)CC2)cc1,12,89,98,91,0,87,99,93
O=C(Cn1cc(C(F)(F)F)cc(Cl)c1=O)NCc1ccccc1,6,92,96,92,0,95,95,100
O=C(Nc1ccccc1F)c1ccc(OCc2ccccc2)cc1,5,95,102,91,0,110,88,99
Fc1ccccc1COc1ccc(-c2nnn(Cc3ccccc3F)n2)cc1,7,102,99,100,1,104,102,104
COc1ccc2nc3ccccc3nc2c1NC(=O)c1ccc(Br)cc1,-13,97,93,93,1,109,98,81
O=C(Nc1ccccc1O)c1cc(S(=O)(=O)N2CCOCC2)ccc1Cl,0,102,96,93,1,94,95,95
CCCC(=O)N1c2ccccc2NC2=C(C(=O)CCC2)C1c1ccc(F)cc1 (stereo not drawn),11,102,100,100,1,105,102,94
Cc1csc(NC(=O)CCn2c(=O)oc3ccccc32)n1,4,112,110,104,2,106,110,97
Cc1ccccc1C(=O)Nc1ccnn1C1CCN(Cc2cccnc2)CC1,-9,105,100,75,0,96,95,75
O=c1oc2c(CN3CCN(CCO)CC3)c(O)ccc2cc1-c1ccccn1,27,?,40*[may fluoresce violet],?,0,?,?,101
CCOc1ccc(-n2cc(C(=O)NC(C)C)c3cc(OC)c(OC)cc3c2=O)cc1,-3,105,100,100,1,104,104,102

# Quoted at random: 4 entries already listed
SMILES,VLA-4 inh,CIT2 TOR yeast,RPL19A-GFP yeast,LAP4 TOR yeast,GRK2 aptamer HTS,MEP2-GFP yeast,AGP1 TOR yeast,Yeast superoxide
COc1ccc(N2CCN(C(=O)CSc3ncnc4c3cnn4-c3ccccc3C)CC2)cc1,12,89,98,91,0,87,99,93
O=C(Nc1ccccc1O)c1cc(S(=O)(=O)N2CCOCC2)ccc1Cl,0,102,96,93,1,94,95,95
Cc1cccc(NC(=O)CSc2nc3c(c(=O)[nH]2)CCCC3)c1C,-1,90,94,97,18,97,94,120
COc1ccc(CC(=O)Nc2ccc3nc(C)sc3c2)cc1OC,12,101,102,95,1,100,99,101

# The list goes on.
SMILES,VLA-4 inh,CIT2 TOR yeast,RPL19A-GFP yeast,LAP4 TOR yeast,GRK2 aptamer HTS,MEP2-GFP yeast,AGP1 TOR yeast,Yeast superoxide
C[C@@]12C(=O)N(CC3CC3)CC(=O)N1[C@H](/C=C/c1ccccc1)[C@@H]1C(=O)N(c3ccccc3)C(=O)[C@@H]12,8,72,92,128,0,89,78,95
Cc1cc(C)cc(NC(=O)c2c(C)nc3ccccn23)c1,17,101,94,97,0,100,95,109
Cc1ccc2nc(SCC(=O)Nc3oc(C)c4c(C)n[nH]c(=O)c34)[nH]c2c1,12,85,99,101,0,97,98,90
CCN(C(=O)c1ccccc1Cl)c1ccccc1,2,92,99,95,12,99,96,102
C=CCSc1nc(=O)n2cccc(C)c2n1,5,105,103,97,0,114,103,91
CCOC(=O)c1ccc(N2C(=O)CC(NC3CCN(C(=O)c4ccc(F)cc4)CC3)C2=O)cc1 (stereo not drawn),-4,92,98,103,0,92,101,92
C[C@@H](C[C@@H](O)[C@H](O)C(C)(C)O)[C@@H]1CC[C@]2(C)C3=CC[C@H]4C(C)(C)C(=O)CC[C@]4(C)[C@H]3CC[C@@]12C,-4,73,93,141,3,92,89,98
Clc1ccc(N2N=C(c3cccs3)CC2c2ccco2)cc1 (stereo not drawn),19,?,78[may fluoresce violet],93[may fluoresce violet],0,141[may fluoresce violet],16[may fluoresce violet],107
CCOc1ccc(NC(=O)COC(=O)Cn2cnc3ccccc32)cc1,19,107,99,98,0,106,99,110
CCc1cc2c(NC3CCCC3)ncnc2s1,-5,104,96,115,1,97,102,95
CC(C)c1ccc(NC(=S)NNC(=O)C2CC2)cc1,9,103,102,105,0,109,110,92
CC(C)c1ccc(/C=C(\NC(=O)c2ccccc2)C(=O)NCCN2CCOCC2)cc1,6,106,103,108,4,100,104,92
CCOC(=O)C1CCN(C(=O)Nc2cccc(OC)c2)CC1,1,90,97,106,1,95,101,105
COC(=O)C1=C(C)NC(=O)NC1c1ccc([N+](=O)[O-])o1 (stereo not drawn),-8,112,110,98,3,110,108,116
COc1cc(NC(=O)c2cc([N+](=O)[O-])ccc2NC(=O)CNC2CCCCC2C)cc(OC)c1 (stereo not drawn),-9,94,96,84,2,96,94,112
CC(=O)N1CC(C)Sc2ccc(S(=O)(=O)NCCc3cccc(C)c3)cc21 (stereo not drawn),-1,105,103,104,2,104,109,91
COc1ccc(C(CNC(=O)c2cccc(Br)c2)N2CCCC2)cc1 (stereo not drawn),-5,100,99,100,0,101,99,83
CN(CC(=O)Nc1ccccc1Cl)C(=O)COC(=O)Cc1ccc(F)cc1,-14,99,99,76,1,97,79,103
CC1(C)NC(=O)N(CC(O)CN2CCOCC2)C1=O (stereo not drawn),4,100,103,92,1,100,104,127
CC(C)C[C@@H](CO)N1CCN(Cc2ccc(Br)cc2)CCC1=O,16,71,94,120,5,94,77,96
COc1cccc(C(=O)Nc2ccccc2N2CCOCC2)c1,0,98,97,96,2,100,98,94
CCCCn1c(SCC(=O)NCc2ccco2)nc2c(sc3ccccc32)c1=O,9,100,98,99,1,100,94,87
O=C(COC(=O)c1cccc2c1C(=O)c1ccccc1C2=O)NC1CCCCC1,5,89,95,98,1,102,92,143
Cc1c(NC(=O)c2ccc(S(=O)(=O)N(C)C)cc2)cccc1-n1cnnn1,21,85,96,102,94*,96,98,118
COc1cc(S(=O)(=O)N2CCOCC2)ccc1NC(=O)COC(=O)C12CC3CC(CC(C3)C1)C2,11,97,92,95,3,96,95,96
Cc1ccc(O)c(C2=Nc3ccccc3N=C(c3ccco3)C2)c1,-6,109,101,105,1,105,104,104
OC(C#CCN1CCOCC1)c1cccs1 (stereo not drawn),-10,96,101,101,0,99,101,101
OC1CCN(C(=S)Nc2ccc(Nc3ccccc3)cc2)CC1,12,100,101,100,0,103,110,89
CCCNC(=O)C(Cc1ccc(Cl)cc1)NC(=O)c1ccc(-c2ccccc2)cc1 (stereo not drawn),3,101,95,101,0,89,97,114
CCCn1c(COc2ccccc2OC)nc2ccccc21,7,97,98,105,0,91,97,91
COc1ccccc1-c1ccc(=O)n(CC(=O)Nc2ccc(C(=O)N3CCCC3)cc2)n1,-17,103,94,106,0,110,104,98
CCc1nnc(NC(=O)C2CCCN2S(=O)(=O)c2ccc(F)cc2)s1 (stereo not drawn),-1,90,95,100,2,92,90,90
COc1ccccc1N1CCN(C(=O)c2oc3ccc(F)cc3c2C)CC1,14,99,101,97,3,106,100,90
CCOc1ccc(-c2c(=O)n(OCc3nc4ccccc4[nH]3)c3ccccc3[n+]2[O-])cc1,-5,103,108,116,0,110,113,102
O=C(CN(C(=O)CCC(=O)Nc1nccs1)c1cccc(F)c1)NCc1ccccc1,5,95,93,100,3,95,94,104
CSCC[C@H](NC(=O)[C@H](Cc1ccccc1)n1c(=O)[nH]c2ccccc2c1=O)C(=O)N[C@@H](Cc1ccccc1)C(=O)O,25,101,100,110,0,107,108,96
CCOCCCNC(=O)c1ccc2c(c1)N=C(CC)c1cc(Br)ccc1S2,33,102,100,109,13,95,107,102
O=C(CNC(=O)c1ccc(Br)o1)NNC(=O)c1n[nH]c(=O)c2ccccc12,-5,106,107,103,0,108,109,104
Fc1ccc(CN2CCCCCCC2)c(F)c1,6,104,103,100,0,108,110,87
Cc1cc(=O)oc(C)c1C(=O)N1CCCc2ccccc21,7,109,102,101,3,114,111,92
O=C(O)CCC(=O)c1c[nH]c2ccccc12,7,110,102,103,3,90,106,113
CCCc1c(C(=O)N/N=C/c2ccc(C)s2)nnn1-c1nonc1N,12,99,100,90,0,100,102,110
O=C(COC(=O)c1ccc(Br)o1)Nc1ncc(Cl)cc1Cl,3,94,101,102,0,110,102,92
CC(/C=N/NC(=O)c1ccccc1C)=C\c1ccccc1,-1,92,102,97,1,99,99,88
CC(=O)NCCC(=O)Nc1nc2ccc(Oc3ccccc3)cc2s1,-1,95,103,102,5,108,101,87
CCOC(=O)C1CCN(c2ncnc3c2cnn3-c2ccccc2)CC1,-3,100,96,108,0,102,94,101
Cc1cccc(Cc2nnc(CCC(=O)NCc3ccncc3C)o2)c1,7,88,93,98,2,101,96,98
CCC(=O)Nc1cccc(C(=O)/C=C/c2ccc(F)cc2)c1,7,101,105,88,3,106,92,90
O=C(c1ccc(Cl)cc1)C1CCCN(Cc2ccc(Oc3ncccn3)cc2)C1 (stereo not drawn),6,112,105,86,2,97,98,103
COc1ccc(C(CNC(=O)c2oc3ccccc3c2C)N2CCCC2)cc1 (stereo not drawn),5,87,97,109,0,100,98,117
O=C(Nc1ccc2c(c1)CCCN2C(=O)c1cccs1)c1ccccc1,6,79,90,98,9,88,93,118
CC(=O)C1=C(Nc2ccccc2)CC(C)(O)C(C(C)=O)C1c1ccccc1 (stereo not drawn),29,97,105,108,1,106,105,103
CC(C)CNC(=O)CSc1nc(-c2cccs2)cc(C(F)(F)F)n1,-5,99,98,96,0,99,99,95
COC(=O)C1=C(CCc2ccccc2)NC(=O)NC1c1ccc([N+](=O)[O-])cc1 (stereo not drawn),10,98,100,98,0,104,104,93
COCC1CCN(C(=O)c2cc(COc3ccc4c(c3)CCCC4)on2)C1 (stereo not drawn),3,90,102,104,0,101,97,88
COC(=O)N/N=C/C1=CCC2CC1C2(C)C (stereo not drawn),11,93,90,87,0,95,90,75
COc1ccc(/C=C/C(=O)NCc2ccccn2)cc1OC,-35,108,99,98,0,98,105,87
COc1ccc(C(=O)NC(CC(C)C)C(=O)O)cc1 (stereo not drawn),-8,106,97,99,1,93,101,108
O=C(NCCCc1ccccc1)c1ccncc1,10,100,98,99,4,97,103,83
CN(C)Cc1c(O)ccc2[nH]cnc12,-1,106,95,105,3,105,101,100
CCOCCCNC(=O)C(c1ccccc1)N(Cc1cccs1)C(=O)CNC(=O)c1ccccc1 (stereo not drawn),16,103,102,98,1,104,102,98

# Screening data as filed in PubChem.
